SKKanGAS inh = S. pyogenes SKKanGAS growth inhibitors in kanamycin, primary screen, streptokinase expression inhibitor project, SKKanGAS strain, BacTiter-Glo luminescence. 6 h. inhibition, % at 7.5 µM. hit rate 1.3% among 300,000. AID 1662, 2009;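 active = mean replicate score, as percent of positive control median, at least 50; inconclusive = mean below 50 but one replicate at or above 50; inactive = mean and every replicate below 50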;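 also: strain carries kanamycin resistance gene driven by streptokinase promoter and grows in 40 µg/ml kanamycin; loss of luminescence reflects streptokinase promoter inhibition or plain growth inhibition; 0% = median of DMSO wells and 100% = positive control at its reference dose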
HDAC3 inh = HDAC3 deacetylase inhibitors, primary screen, biochemical, fluorescence, cell-free homogeneous | recombinant HDAC3, fluorogenic peptide/trypsin coupled | inhibition, % at 8.3 µM | hit rate 0.15% among 320,000; in the data active = inhibition above about 26%, passing the limit was not always enough; inconclusive = no clear call, values can overlap the other calls
MrgX1 PAM = positive allosteric modulators of MrgX1, primary screen, HEK293 cells, Fluo-4 calcium flux; hit rate 0.63% among 310,000; FDSS; stronger effect = higher value; B-score at 10 µM;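 active = plate-corrected calcium response at least 3 library SD above typical, normal starting fluorescence, not activating the receptor alone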;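 also: compound read alongside a low EC10 to EC30 dose of BAM8-22 agonist; peak minus trough fluorescence over baseline measured at the second addition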
RGS4 pot = RGS4 potentiators or activators, primary screen, cell-based, HEK293 M3R inducible RGS4, calcium flux | AID 463111, 2010 | hit rate 0.92% among 310,000 | carbachol calcium flux Fluo4; stronger effect = lower value | B-score at 10 µM;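 active = B-score of the integrated calcium signal more than 4 SD below the library mean, with starting fluorescence not abnormally high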;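 also: negative B-score means reduced calcium response which marks RGS4 activation or potentiation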
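System: HEK293 FlpIn-TREx cells, stable M3R, doxycycline-inducible RGS4. Timing: overnight RGS4 induction, 30 min dye load 37 °C, 20 min compound RT. Also added: carbachol, ECmax concentration. Measured by: Fluo4 fluorescence kinetic imaging of calcium. Evaluation: integrated calcium ratio converted to B score.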
TRPC6 inhibitor = mouse TRPC6 channel inhibitors, primary screen, cell-based, HEK293, membrane potential dye; hit rate 1.1% among 310,000; ACh-evoked depolarization; stronger effect = lower value; Short transient receptor potential channel 6 (Mus musculus), Q61143; B-score at 10 µM;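 active = B-score under library mean minus 3 SD, initial fluorescence not abnormally high, positive integrated signal ratio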;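 also: B-score derived from integrated fluorescence ratio over the kinetic read; more negative B-score means stronger inhibition of depolarization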
Target sequence (Q61143 whole entry, looked up): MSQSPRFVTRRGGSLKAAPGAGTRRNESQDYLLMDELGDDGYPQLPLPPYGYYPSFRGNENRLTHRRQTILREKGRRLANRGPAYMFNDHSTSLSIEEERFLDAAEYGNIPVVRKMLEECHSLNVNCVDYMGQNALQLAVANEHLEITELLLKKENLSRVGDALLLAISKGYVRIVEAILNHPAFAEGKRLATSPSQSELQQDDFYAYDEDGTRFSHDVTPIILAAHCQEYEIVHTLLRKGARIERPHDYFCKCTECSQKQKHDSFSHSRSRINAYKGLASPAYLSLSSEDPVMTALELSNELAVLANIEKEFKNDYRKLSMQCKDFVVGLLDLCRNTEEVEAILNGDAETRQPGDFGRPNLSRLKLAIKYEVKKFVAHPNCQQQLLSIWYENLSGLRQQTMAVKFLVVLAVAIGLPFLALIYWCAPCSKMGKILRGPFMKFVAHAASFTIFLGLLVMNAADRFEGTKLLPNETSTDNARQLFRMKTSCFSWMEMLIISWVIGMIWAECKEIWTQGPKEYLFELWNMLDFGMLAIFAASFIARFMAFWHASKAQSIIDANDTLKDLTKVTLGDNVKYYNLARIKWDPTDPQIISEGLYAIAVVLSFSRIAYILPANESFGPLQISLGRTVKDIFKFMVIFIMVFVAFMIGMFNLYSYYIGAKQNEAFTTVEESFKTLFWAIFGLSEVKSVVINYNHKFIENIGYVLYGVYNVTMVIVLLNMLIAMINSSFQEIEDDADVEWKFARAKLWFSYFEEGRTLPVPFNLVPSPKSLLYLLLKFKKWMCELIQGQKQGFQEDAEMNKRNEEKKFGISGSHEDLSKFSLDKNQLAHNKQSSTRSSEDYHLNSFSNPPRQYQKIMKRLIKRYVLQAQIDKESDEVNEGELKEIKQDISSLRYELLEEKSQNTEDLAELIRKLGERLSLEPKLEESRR
ANO1 activ = TMEM16A chloride channel activators or potentiators, primary screen, cell-based, HTS. Anoctamin-1 (Mus musculus), Q8BHY3. HEK293 TMEM16A/YFP-H148Q/I152L, iodide quench fluorescence; stronger effect = lower value. B-score at 10 µM. hit rate 0.3% among 340,000;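 active = fluorescence-ratio B-score plate-corrected deviation score at least 3 library SD below zero, with starting fluorescence score within 5 deviations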;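 also: channel opened by trigger with iodide after compound preincubation; score built on the fluorescence ratio of max minus min over baseline; more negative score means more quench and so TMEM16A activation or potentiation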
TMEM16A inh = TMEM16A chloride channel inhibitors, primary screen, cell-based, HTS; Anoctamin-1 (Mus musculus), Q8BHY3; HEK293 TMEM16A/YFP iodide influx fluorescence, ionomycin; normalized B-score (activity score, 25-100; higher = stronger inhibition) at 10 µM; hit rate 1.2% among 310,000; AID 588511, 2011;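 active = ratio plate-corrected score three or more library SD toward inhibition, starting fluorescence score within five deviations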;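 also: score derived from kinetic fluorescence span divided by baseline fluorescence per well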
MrgX1 antag = antagonists of human MrgX1 receptor, primary screen, HEK293 cells, Fluo-4 calcium flux | Mas-related G-protein coupled receptor member X1 (Homo sapiens), Q96LB2 | BAM8-22 antagonism; stronger effect = lower value | B-score at 10 µM | hit rate 1.3% among 310,000 | AID 588676, 2011;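 active = calcium-response B-score plate-corrected more than 3 library SD below zero, starting fluorescence within 5 deviations, no agonist response on first addition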;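 also: peak minus trough fluorescence over baseline after final BAM8-22 challenge near maximal dose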
TRPC6 activator = mouse TRPC6 channel activators, primary screen, cell-based, HEK293, membrane potential dye; Short transient receptor potential channel 6 (Mus musculus), Q61143; HEK293-TRPC6 membrane potential dye fluorescence; stronger effect = higher value; B-score at 10 µM; hit rate 0.13% among 310,000; AID 2550, 2010;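 active = B-score of the integrated fluorescence ratio above library mean plus 3 SD, and starting fluorescence ratio within library mean plus 5 SD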;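 also: higher score means more depolarization so channel activation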
MrgX1 ag = agonists of human MrgX1 receptor, primary screen, HEK293 cells, Fluo-4 calcium flux; Fluo-4 calcium fluorescence, agonist mode; stronger effect = higher value; hit rate 0.44% among 310,000; B-score at 10 µM; Mas-related G-protein coupled receptor member X1 (Homo sapiens), Q96LB2;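 active = calcium response B-score plate-corrected fluorescence ratio at least 3 library SD, with starting fluorescence B-score inside 5 SD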
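Material: MrgX1-expressing HEK293 cells / Dosing: compound as first of three additions / Incubation: overnight seeding, then 1 h dark dye loading / Signal: Fluo-4 NW calcium fluorescence / Evaluation: B-scored fluorescence response ratio / Benchmarks: positive and negative control wells on each plate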
RGS4 inh = RGS4 inhibitors, primary screen, cell-based, HEK293 M3R inducible RGS4, calcium flux | AID 463165, 2010 | hit rate 0.45% among 310,000 | B-score at 10 µM | Regulator of G-protein signaling 4 (Homo sapiens), P49798 | Fluo-4 calcium flux; stronger effect = higher value; triggered by carbachol at its EC20;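 active = B-score, a plate-corrected calcium signal, over three deviations above library mean, with baseline fluorescence within five deviations of library mean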;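 also: RGS4 expression induced by doxycycline in cells with stable M3 receptor; B-score is computed from the integrated fluorescence ratio over baseline after carbachol; higher B-score means a larger calcium signal and so more RGS4 inhibition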
Target sequence (P49798 whole entry, looked up): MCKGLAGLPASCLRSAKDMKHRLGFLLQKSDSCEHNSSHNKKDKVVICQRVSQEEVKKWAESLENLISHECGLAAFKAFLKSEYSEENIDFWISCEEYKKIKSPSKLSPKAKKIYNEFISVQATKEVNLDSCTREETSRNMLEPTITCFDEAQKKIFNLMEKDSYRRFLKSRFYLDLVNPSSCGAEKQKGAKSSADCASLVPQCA
* = called active by the depositor; i = inactive; ? = inconclusive; · = no result given.

Fields – MrgX1 ag, RGS4 pot, SKKanGAS inh, ANO1 activ, TRPC6 inhibitor, RGS4 inh, TMEM16A inh, MrgX1 PAM, HDAC3 inh, TRPC6 activator, MrgX1 antag
> Cc1[nH]c(=O)[nH]c(=O)c1S(=O)(=O)N(CC(C)C)CC(C)C
→ i, i, -9.4, i, i, i, i, i, -4.6, i, i
> O=C(/C=C/Nc1ccccc1)c1ccc(Cl)cc1Cl
→ i, i, 15.5, i, i, i, i, i, -5.4, i, i
> Cc1cc(Nc2ncc(Cl)cc2Cl)n(-c2ccccc2C)n1
→ i, i, 1.1, i, i, i, i, i, 5.1, i, i
> OC(CNC1CCCc2ccccc21)COc1c(Cl)cccc1Cl (centres undefined)
→ i, i, 6.7, i, i, i, i, i, ?, i, i
> O=C(NCc1ccco1)/C(=C/c1ccccc1)NC(=O)c1ccco1
→ i, i, -0.4, i, i, i, i, i, -1.2, i, i
> CN(/N=C/c1ccc(C(C)(C)C)cc1)C1=NCCN1
→ i, i, -3.7, i, i, i, i, i, 2.6, i, i
> CC(=O)NC(Cc1c[nH]c2ccccc12)C(=O)N1CCc2ccccc2C1 (centres undefined)
→ i, i, 8.7, i, i, i, i, i, 0.3, i, i
> COc1ccccc1C(=O)NCC(c1cccs1)N1CCc2ccccc21 (centres undefined)
→ i, -7.77*, 8.0, i, i, i, 25*, i, -12.4, i, i
> O=C(CCC(=O)N(CC(=O)NC1CCCC1)c1ccccc1F)Nc1nccs1
→ i, i, -2.3, i, i, i, i, i, 6.8, i, i
> Cc1ccc2c(c1)C1CN(C)CCC1N2C(=O)c1cccc(S(=O)(=O)N2CC(C)CC(C)C2)c1 (centres undefined)
→ i, i, -3.6, i, i, i, i, i, 4.8, i, i
> O=C(c1ccccc1)N(Cc1ccccc1)Cc1ccccc1
→ i, i, 18.5, i, i, i, i, i, -1.5, i, i
> Cc1cc(NC(=O)CNCC(c2ccccc2)N(C)C)c([N+](=O)[O-])cc1C (centres undefined)
→ i, i, -2.1, i, -9.45*, i, i, i, 0.4, i, i
> C=CCN(CC(=O)NCc1ccc(F)cc1)C(=O)c1csnn1
→ i, i, -2.5, i, i, i, i, i, 2.5, i, i
> CC(O)(c1ccccc1)C(c1ccccc1)C1CCCCN1 (centres undefined)
→ i, i, 0.0, i, i, i, i, i, -0.7, i, i
> N#CC1(C#N)C2=C(CCCC2)NC(c2ccccc2)C1(C#N)C#N (centres undefined)
→ i, i, 15.3, ·, i, i, i, i, 6.4, i, i
> CC1CCC2(CC1)NC(=S)N(c1ccccc1)N2 (centres undefined)
→ i, i, 13.6, i, i, i, i, i, -3.5, i, i
> CCCc1cc(C(=O)Nc2cccc3ccccc23)n(C)n1
→ i, i, 14.6, i, i, i, i, i, -1.8, i, i
> COc1ccc(N(CC(=O)N2CCCCCC2)S(=O)(=O)c2ccc(OC)c(OC)c2)cc1
→ i, i, 0.1, i, i, i, i, i, -2.6, i, i
> COc1ccc(-n2cc(C(=O)c3cc(Cl)ccc3O)cc(C#N)c2=O)cc1
→ i, i, 0.5, i, i, i, i, i, 3.6, i, i
> COc1ccc(-c2nc(C)c(C(C)=O)n2O)cc1
→ i, i, 4.0, i, i, i, i, i, 2.9, i, i
> O=S(=O)(c1ccccc1Cl)N1CCCC1c1nc(-c2ccc(Cl)cc2)no1 (centres undefined)
→ i, i, -7.2, i, i, i, i, i, -5.3, i, i
> COCCNC(=O)Cn1ccc2cc(S(=O)(=O)N3CCCCCC3)ccc21
→ i, i, 1.1, i, i, i, i, i, -2.8, i, i
> CCOc1ccc2nc(N3CCC(C(=O)NC4CCCCC4)CC3)sc2c1
→ i, i, 0.1, i, i, i, i, i, -2.5, i, i
> Cc1nn(C)c(C(=O)NNC(=S)NCc2ccccc2)c1Cl
→ ·, i, -6.0, i, i, i, ·, ·, ·, i, ·
> O=C(CSc1nc2cc3ccccc3cc2[nH]1)Nc1ccc(F)cc1
→ i, i, -2.3, i, i, i, i, i, 3.0, i, i
> CCOC(=O)CNC(=O)C(NC(=O)C1CCC(C)CC1)C(C)CC (centres undefined)
→ i, i, 11.8, i, i, i, 25*, i, -3.7, i, i
> COc1ccc(NC(=O)c2cc(-c3ccccc3)oc2C)cc1
→ i, i, 0.2, i, i, i, i, i, -5.0, i, i
> CCCCOc1ccccc1C1NC(=O)NC(C)=C1C(=O)OCCOC (centres undefined)
→ i, i, -0.8, i, i, i, i, i, 0.5, i, i
> CC(NC(=O)COc1ccc(/C=N/NC(=O)C(=O)Nc2ccccc2Br)cc1)c1ccccc1 (centres undefined)
→ i, i, 15.3, i, i, i, i, i, -2.7, i, i
> O=C(NCCS(=O)(=O)c1ccc(Br)cc1)c1ccc(Cl)cc1Cl
→ i, i, -5.2, i, i, i, i, i, -1.5, i, i
> O=c1[nH]c(C2CCN(S(=O)(=O)c3ccccc3)CC2)nc2c1nnn2Cc1ccccc1
→ i, i, 3.8, i, i, i, i, i, -6.7, i, i
> C=CCn1c(=O)c2c(nc3n2CC(C)CN3c2cccc(OC)c2)n(C)c1=O (centres undefined)
→ i, i, 3.7, i, i, i, i, i, 5.8, i, i
> COc1cccc(CNC23CC4CC(CC(C4)C2)C3)c1OCc1ccccc1
→ i, i, -0.4, i, -7.85*, i, i, i, 1.8, 15.3*, i
> COc1ccc(N2CCN(CCCNC(=O)c3ccc(CS(=O)(=O)c4ccc(OC)cc4)o3)CC2)cc1
→ i, i, -2.9, i, i, i, i, i, 6.0, i, i
> CCCCCn1c(=O)[nH]c2cc(C(=O)NC3CCN(Cc4ccccc4)CC3)ccc2c1=O
→ i, i, 5.8, i, i, i, i, i, -0.3, i, i
> COC(=O)CSc1nc2ccc(C)cc2[nH]1
→ i, i, -4.6, i, i, i, i, i, -0.6, i, i
> CCC(=O)Nc1nonc1-c1nc2ccccc2n1Cc1ccccc1
→ i, i, -0.9, i, i, i, i, i, 1.4, i, i
> CCNS(=O)(=O)c1ccc(CCC(=O)Nc2ccccc2)cc1
→ i, i, -3.6, i, i, i, i, i, 3.4, i, i
> C=CCSc1nnc(-c2cccnc2)o1
→ i, i, -2.9, i, i, i, i, i, -3.7, i, i
> Cc1ccc2nc(C)cc(C(=O)OCC(=O)c3ccc(Cl)c([N+](=O)[O-])c3)c2c1
→ i, i, -1.9, i, i, i, i, i, -6.5, i, i
> O=C(Cc1cccs1)N/N=C/C(Br)=C/c1ccccc1
→ i, i, 1.5, i, i, i, i, i, 3.4, i, i
> CN1C(=O)c2ccccc2C(C(=O)NCCCN2CCCC2=O)C1c1c[nH]c2ccccc12 (centres undefined)
→ i, i, -1.1, ·, i, i, i, i, -0.3, i, i
> Cc1ccc(C(=O)OCC(=O)Nc2c(C)n(C)n(-c3ccccc3)c2=O)cc1[N+](=O)[O-]
→ i, i, -5.8, i, i, i, i, i, 15.8, i, i
> Cc1nnc(SCC(=O)Nn2cnnc2)s1
→ i, i, 4.7, i, i, i, i, i, -3.8, i, i
> CC(C)Oc1ccc(C(=O)Nc2ccc(N3CCN(C(=O)c4ccco4)CC3)cc2)cc1
→ i, i, -3.6, i, i, i, i, i, 7.6, i, i
> OC(c1nc2ccccc2[nH]1)C(O)c1nc2ccccc2[nH]1 (centres undefined)
→ i, i, -5.9, i, i, i, i, i, -1.2, i, i
> CCCSc1nnc(C(C)C)n1N
→ i, i, -18.8, i, i, i, i, i, 7.0, i, i
> COc1ccc(NC(=O)CCc2nnc3ccc(N4CCN(c5cccc(OC)c5)CC4)nn23)cc1
→ i, i, 0.2, i, i, i, i, i, -10.2, i, i
> CCCCc1c(C)nc2c(OC)cccc2c1SCC(=O)O
→ i, i, -13.1, i, i, i, i, i, 0.4, i, i
> NCCNC[C@@H]1COC2(CCCCCCCCCCC2)O1
→ i, i, -0.4, i, -6.92*, i, i, i, 2.7, i, i
> CN(C)c1ccc(N2C(=NC(=O)CCc3ccccc3)SC3CS(=O)(=O)CC32)cc1 (centres undefined)
→ i, i, -4.8, i, i, i, i, i, -4.4, i, i
> Cc1oc(-c2ccccc2F)nc1CS(=O)(=O)CC(=O)NCCCN1CCN(C)CC1
→ i, i, -0.4, i, i, i, i, i, -2.6, i, i
> C/C(=N\NC(=S)Nc1cccc(C)c1)c1ccccc1
→ i, i, 21.8, i, i, i, i, i, 9.8, i, i
> Cc1sc2c(c1C)c(=O)n(-c1ccccc1)c(=O)n2CC(=O)NCC1CCCO1 (centres undefined)
→ i, i, -5.6, i, i, i, i, i, 4.0, i, i
> CN(CC(=O)Nc1ccc(F)cc1)C(=O)COc1ccc([N+](=O)[O-])cc1Cl
→ i, i, -5.6, i, i, i, i, i, 2.8, i, i
> CCN(CC(=O)Nc1ccc(NC(C)=O)cc1)C(=O)c1ccc2c(c1)S(=O)(=O)N=C1CCCCCN12
→ i, i, -2.4, i, i, i, i, i, -4.4, i, i
> Cn1c(Cn2c(=O)sc3ccccc32)nnc1SCC(=O)N1CCOCC1
→ i, i, -1.1, i, i, i, i, i, -3.6, i, i
> CCC(=O)N(Cc1cc2c(C)ccc(C)c2[nH]c1=O)C1CCCCC1
→ i, i, -1.6, i, i, i, i, i, -4.2, i, i
> CC1CCCN(CCCNC(=O)c2ccc(NC(=O)C3=CSCCO3)cc2)C1 (centres undefined)
→ i, i, -6.5, i, i, i, i, i, 12.3, i, i
> COc1ccc(O)c(C(=O)c2cc(C#N)c(=O)n(CC3CCCO3)c2)c1 (centres undefined)
→ i, i, 3.1, i, i, i, i, i, -1.4, i, i
> N=c1c(C(=O)NCC2CCCO2)cc2c(=O)n3ccccc3nc2n1Cc1ccc(F)cc1 (centres undefined)
→ i, i, 0.0, i, -6.02*, i, i, i, -158.0, i, i

Screening results as filed in PubChem BioAssay.
